# Compound activity as filed in PubChem BioAssay.
# PGC1a acetyl inh: PGC1a acetylation modulation, inhibitor mode; 350,000 tested, 0.17% active; inhibition, % at 15.6 µM; U2OS PGC1a acetylation, AlphaScreen anti-acetyl-lysine; with virally co-expressed GCN5 acetyltransferase;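 active = every replicate shows inhibition of at least 40%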;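 note: 0% = neutral control wells and 100% = positive control wells; some results beyond the cut were filed as inactive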
# PglD inh: blocks C. jejuni PglD acetyltransferase activity | purified PglD enzyme, DTNB colorimetric CoA detection | inhibition, % at 12.5 µM | 360,000 tested, 0.098% active | AID 602405; in the data active = inhibition above about 16%, passing the limit was not always enough; note: strong numbers were not always called active
# INS-1E GSIS act: primary screen for activators of insulin secretion dependent on glucose, INS-1E cells, GLuc reporter luminescence; INS-1E GLuc reporter insulin secretion, 2-3 h; activation, % at 16.6 µM; AID 743287; 370,000 tested, 0.61% active;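 active = lowest replicate activation of at least 40%, so every replicate reaches that level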;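 note: 0% = median of neutral control wells and 100% = median of IBMX positive control wells; some compounds called inactive have numbers as strong as hits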
# miR122 inh: miR-122 inhibition in Huh7 cells | Huh7 miR-122 Renilla luciferase sensor, 48 h; neutral wells = 0, positive control = 100 | activation (reporter increase), % at 12.5 µM | 340,000 tested, 0.3% active;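 active = mean replicate activation score at least 90 and every replicate individually at or above 90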;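 note: higher luciferase means less miR-122 activity so hits act as miR-122 inhibitors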
# FN deposition inh: fibronectin deposition inhibition; 350,000 tested, 0.086% active; AH1F fibroblasts, Alexa488-fibronectin deposition fluorescence, overnight; AID 743247; inhibition, % at 12.6 µM;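 active = mean inhibition across replicates of 30% or more, regardless of how many single replicates reach that level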;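 note: positive control wells lacked labelled fibronectin entirely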
#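 Assay system: AH1F fibroblasts assembling fluorescent fibronectin matrix; Amount: 10000 AH1F cells per well; Buffer or medium: DMEM, 2% serum; Probe or stimulus: Alexa488-fibronectin, 24 nM final in well; Doses: single compound dose, delivered by pin transfer; Incubation: 1 h adhesion, overnight exposure; Measured by: fluorescence 485/525 nm; Read-out: fibronectin deposition inhibition.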
# C2C12 statin: suppression of simvastatin myotoxicity | 330,000 tested, 0.78% active | C2C12 myotubes + simvastatin, ATP luminescence, 48 h; scaled: DMSO 0, geranylgeraniol control 100 | rescue of ATP level, % at 7.49 µM;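 active = mean ATP rescue above about 67%, or every replicate alone reaching that limit, limit read from the data, passing the limit was not always enough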;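 note: myotubes were challenged with 10 µM simvastatin during compound exposure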
# CFTR F508del cor: CFTR F508del correction in bronchial cells. CFBE cells, YFP halide quenching; stimulated with forskolin plus potentiator P3; % fluorescence drop versus neutral controls. activity (quench increase), % at 7.58 µM. 350,000 tested, 0.36% active;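 active = mean added fluorescence quench of at least 8% versus neutral control, with both replicates also reaching 8%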;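 note: cells transiently co-express mutant CFTR-F508del with the halide-sensitive YFP; corrector assay measuring rescue of mutant channel to the surface after 24 h compound exposure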
# Cneo AK release: causes C. neoformans cell lysis; adenylate kinase release luminescence, 4 h; normalised: neutral wells 0, clomiphene wells 100; lysis activity, % at 15 µM; 360,000 tested, 0.2% active; AID 651654;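 active = mean lysis activity across replicates of at least 80%, whatever share of replicates individually reach that level; inactive = mean lysis activity below 80%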
#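 Schedule: static 4 h at 37 °C with compound, 1 h detection; system: C. neoformans cells; benchmarks: Clomiphene as positive control; buffer or medium: fresh YPD medium; measure: luminescence rise reflecting yeast cell lysis; measured by: luminescent adenylate kinase detection reagent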
# An asterisk follows results filed as active; / = not tested or not shown; & = joins results of further samples; [ ] = another dose, or the depositor's remark.
SMILES,PGC1a acetyl inh,PglD inh,INS-1E GSIS act,miR122 inh,FN deposition inh,C2C12 statin,CFTR F508del cor,Cneo AK release
C[C@H]1CCCCO[C@H](CN(C)Cc2ccc(C(=O)O)cc2)[C@@H](C)CN([C@@H](C)CO)C(=O)c2cc(NC(=O)C3CCCCC3)ccc2O1,27.7,-1.2,1.3,8.1[16.7 µM],/,/,-0.6,2.2
Cc1c(C(=O)C(C)C)n(C)c2ccccc12,13.5,-5.2,/,-6.6,/,-12.0,/,-0.7
CN(C)C(=O)C[C@H]1C[C@H]2c3cc(NS(C)(=O)=O)ccc3O[C@H]2[C@H](CO)O1,0.1,1.1,4.3,-4.2[16.7 µM],11.6,6.6,-2.5,-2.9
C[C@@H]1CCCCO[C@@H](CN(C)S(=O)(=O)c2cn(C)cn2)[C@H](C)CN([C@H](C)CO)C(=O)c2cc(NC(=O)NC3CCCCC3)ccc2O1,-5.4,-0.2,-6.5,5.6[16.7 µM],/,/,-1.6,0.5
CC1CCCCN1C(=O)COC(=O)/C=C/c1ccc2ccccc2n1 (stereo unspecified),/,4.4,12.6,5.1,-0.5,-11.8,0.9,-2.6
Cc1nn(S(=O)(=O)c2ccc(Cl)cc2)c(C)c1Sc1ccc([N+](=O)[O-])cc1,-6.5,-2.8,-39.7,-5.0,16.3,/,14.9*,-3.1
Cc1cc(Br)ccc1NC(=O)CN(C)C(=O)C1CCN(C(=O)c2ccc(F)cc2)CC1,/,3.4,4.5,/,-2.6,1.8,2.2,-2.5
C[C@H]1CN([C@@H](C)CO)C(=O)c2cc(C#CC3CCCC3)cnc2O[C@H]1CN(C)C(=O)Cc1ccccn1,-0.5&1.3&-5.1,-1.5&1.8&-0.8,0.9&-4.5,-6.9,1.0,-6.4&16.4&-15.7,-0.6&-0.8&1.8,-3.7&1.0&6.2
O=C(O)c1ccsc1Cc1cccs1,/,4.4,0.3,/,6.6,/,2.3,-3.7
CC(C)C(c1nnnn1Cc1ccccc1)N1CCC(C(N)=O)CC1 (stereo unspecified),1.0,7.3,/,-3.7,/,4.7,/,-3.4
Cc1ccccc1NC(=S)NC(NC(=O)COc1ccccc1)C(Cl)(Cl)Cl (stereo unspecified),-12.3,-5.8,/,6.8,-2.3,23.7,/,-2.8
COCCNC(=O)CN(Cc1ccc(F)cc1)C(=O)CCC(=O)Nc1nccs1,-9.2,2.9,5.7,5.3,1.6,9.1,-0.2,1.2

# Single records, as listed above. Order of values: PGC1a acetyl inh, PglD inh, INS-1E GSIS act, miR122 inh, FN deposition inh, C2C12 statin, CFTR F508del cor, Cneo AK release
# Cc1ccccc1NC(=S)NC(NC(=O)COc1ccccc1)C(Cl)(Cl)Cl (stereo unspecified) as listed: -12.3, -5.8, /, 6.8, -2.3, 23.7, /, -2.8
# Cc1c(C(=O)C(C)C)n(C)c2ccccc12 as listed: 13.5, -5.2, /, -6.6, /, -12.0, /, -0.7
# CC(C)C(c1nnnn1Cc1ccccc1)N1CCC(C(N)=O)CC1 (stereo unspecified) as listed: 1.0, 7.3, /, -3.7, /, 4.7, /, -3.4

# (further entries)
SMILES,PGC1a acetyl inh,PglD inh,INS-1E GSIS act,miR122 inh,FN deposition inh,C2C12 statin,CFTR F508del cor,Cneo AK release
COC(=O)c1ccc(C(=O)OC)c(NC(=O)CSc2cccc[n+]2[O-])c1,0.2,-3.2,/,-2.6,/,-18.6,/,-1.3
Cc1ccc(S(=O)(=O)Nc2ccc3c(c2)CC(=O)N([C@H](C)CO)C[C@@H](C)[C@H](CN(C)C(=O)NC2CCCCC2)O3)cc1,-2.2,0.3,5.9,1.9[16.7 µM],/,2.9,0.4,0.7
CCCC#Cc1ccc2c(c1)O[C@H](CN(C)Cc1ccc3c(c1)OCO3)[C@@H](C)CN([C@H](C)CO)S2(=O)=O,1.0,5.0,-23.8,87.9[16.7 µM],-3.9,-37.5,-5.0,19.9
O=[N+]([O-])c1ccc2[nH]c(O)c(N=NC3CCS(=O)(=O)C3)c2c1 (stereo unspecified),3.6,2.8,4.7,-10.5,0.1,/,-2.5,0.1
Nc1ccc2c(c1)Cc1cc(Cl)c(Cl)cc1-2,0.2,-0.1,/,-4.4,/,22.1,0.2,1.1
O=C(COc1ccccc1C(=O)O)Nc1ccc(SC(F)F)cc1,2.4,-0.7,6.0,-1.9,8.9,-11.4,0.2,0.1
O=C1c2ccccc2C(=O)N1CCc1nc2ccccc2c(=O)n1-c1ccccn1,-7.0,-2.1,/,1.5,/,1.5,/,-0.9
COc1cc(NC(=O)c2cccc(C)c2)ccc1NC(=O)c1cc2ccccc2o1,/,-2.0,82.7*,/,2.4,-69.2,-2.8,0.7
Cc1nnsc1C(=O)NNC(=O)c1ccc(C(F)(F)F)cc1,/,-3.6,-14.1,-3.9,-25.6,-2.7,1.5,7.3
Cc1ccccc1Nc1ccc2nonc2c1[N+](=O)[O-],4.8,-4.9,-1.9,/,0.3,7.4,0.8,0.6
CCOc1ccc(OCc2ccc(C(=O)N3CCc4ccccc4C3)o2)cc1,-5.0,-0.4,-29.5,/,/,8.3,-3.2,-2.3
O=S(=O)(c1ccccc1)c1nc(NC2CC2)sc1Cl,-0.9,-3.7,-1.0,4.7,-6.3,3.8,-0.2,0.0
CC1CCCN(C(=O)c2cccc(S(=O)(=O)N3CCCc4ccccc43)c2)C1 (stereo unspecified),/,-2.5,-41.2,54.5,3.3,1.8,3.4,-4.2
Cc1cccc(-n2cc(CNCCN3CCOC3=O)c(-c3cccc(F)c3)n2)c1,/,1.3,-13.9,-1.6,10.5,-0.1,1.4,3.0
CSCCC(NS(=O)(=O)c1ccc2c(c1)OCCO2)C(=O)N(C)Cc1ccc(F)cc1 (stereo unspecified),/,0.9,-6.4,3.0,-1.9,-6.8,-0.2,0.1
CO[C@H]1CN(C)C(=O)c2cc(NC(C)=O)ccc2OC[C@H](C)N(CCC(F)(F)F)C[C@H]1C,-1.6,2.0,2.1,10.0[16.7 µM],15.1,2.3,2.9,-1.6
CCOC(=O)CSc1nc2c(c(-c3ccc(C)o3)c1C#N)CCCC2,/,-5.7,/,1.0,3.3,10.1,/,-1.8
C[C@H](CO)N1C[C@H](C)[C@@H](CN(C)S(=O)(=O)c2ccc(F)cc2)Oc2c(NC(=O)c3cnccn3)cccc2C1=O,9.7,/,20.7,4.1[16.7 µM],/,-17.5,-2.6,/
C[C@@H]1CCCCO[C@H](CN(C)S(=O)(=O)c2ccc(Cl)cc2)[C@H](C)CN([C@H](C)CO)C(=O)c2cc(NC(=O)CCC(F)(F)F)ccc2O1,-3.5,3.4,-19.7,6.8[16.7 µM],11.9,/,-3.1,2.7
Cc1ccccc1-c1noc(N)c1C#N,-0.3,5.7,12.2,3.4,/,-15.7,/,-0.5
Cc1noc(C)c1NC(=O)Nc1ccc2c(c1)C(=O)N([C@H](C)CO)C[C@@H](C)[C@H](CN(C)Cc1ccc(C(F)(F)F)cc1)O2,0.0,2.4,1.7,5.2[16.7 µM],/,-8.5,-1.6,1.3
Cc1cc(C)n(CCc2nc(-c3ccc(C)o3)cs2)n1,-5.9,2.8,-31.4,-1.1,/,18.1,/,-2.9
CN(C)c1ccc(N=Nc2ccccc2C(=O)OCC(=O)Nc2ccccc2C(F)(F)F)cc1,-6.9,-41.0,-0.4,-10.5,-10.1,13.9,-0.5,-8.3
CCOc1ccc(N(CC(=O)Nc2cccc(C)c2C)S(=O)(=O)c2c(C)[nH]c(=O)[nH]c2=O)cc1,-5.8,-2.6,-1.3,-6.0,-5.8,-2.7,2.5,0.0
C[C@@H]1CCCCO[C@H](CN(C)CC2CCCCC2)[C@@H](C)CN([C@H](C)CO)C(=O)c2cc(NC(=O)Cc3ccccc3)ccc2O1,7.5,1.3,-3.4,-5.0[16.7 µM],/,/,-0.3,1.6
CCc1nc2ccc(C(=O)NCc3ccc4c(c3)OCO4)cn2c1N(CC)Cc1cccc(Br)c1,/,-3.4,-17.1,0.7,1.1,-9.1,5.0,1.2
COc1ccc(NC(=O)c2cc(-c3ccc(F)cc3OC)n[nH]2)c(C)c1,-14.2,-0.9,-9.8,-7.5,-1.5,-28.6,3.2,0.3
CC(C)C[C@H](NC(=O)NC1CCCc2ccccc21)C(=O)O (stereo partly specified),0.1,-1.5,3.5,-2.4,-2.5,1.9,-1.7,3.5
CCOc1cccc(NC(=O)C(Cc2cccs2)c2nn[nH]n2)c1 (stereo unspecified),11.0,1.6,/,-5.9,-2.7,-2.4,/,-1.5
CS(=O)(=O)N1[C@H](C#N)[C@@H](c2ccccc2-c2ccc(F)cc2)[C@@H]1CO,-4.2,/,-12.3,/,-21.7,/,1.4,/
C[C@@H]1CN([C@@H](C)CO)C(=O)c2cc(C#CCN(C)C)cnc2O[C@@H]1CN(C)C,6.7,0.6,24.1,4.8[16.7 µM],5.1,-8.9,3.5,-4.6
COC(=O)/C=C1\S/C(=N\N=C\CC(=O)OC)NC1=O,-12.6,-5.9,/,-6.1,-0.2,/,-0.6,-0.7
C[C@@H]1CN([C@H](C)CO)C(=O)c2cc(NC(=O)NC3CCCCC3)ccc2O[C@H]1CN(C)Cc1ccc(-c2ccccc2)cc1,-1.6,-45.0,-41.4,5.1[16.7 µM],/,/,0.7,1.0
O=C(Nc1ccc2c(c1)OCO2)N1CCN(c2ccccc2)CC1,/,-4.9,0.6,-7.0,-0.9,16.4,-3.5,-1.7
COc1ccc(S(=O)(=O)N(CCc2ccccc2)CC(=O)O)cc1Cl,-0.1,6.8,18.1,3.0,2.7,8.4,/,3.1
CC(C)(C)c1ccc(S(=O)(=O)C(C)(C)C)cc1,-10.2,1.7,15.6,-4.3,-0.9,-3.6,-0.2,-0.4
O=C(c1ccc(Br)o1)N1CCC(c2nc3ccccc3[nH]2)CC1,/,/,1.4,/,-10.0,-0.8,-0.3,/
CNC(=O)C[C@H]1CC[C@@H]2[C@H](COc3ccc(NC(=O)Nc4cccc(C)c4)cc3C(=O)N2C)O1,-3.9,1.3,-3.0,-26.7[16.7 µM],3.8,3.9,1.4,1.3
CC(=O)N1CCN(C(=O)C2(NC(=O)Nc3ccccc3Cl)CCCCC2)CC1,/,-8.0,17.7,/,3.1,-16.4,-0.6,-0.3
O=C(CCN1CCCCC1)N[C@@H]1CC[C@H](CCn2cc(-c3ccc(F)cc3)nn2)O[C@@H]1CO,-4.7,3.5,-2.7,/,/,0.7,0.9,-1.2
Cc1ccc(N2CC(C(=O)NCCC3=CCCCC3)CC2=O)cc1 (stereo unspecified),/,/,0.0,/,0.3,-15.2,-6.1,/
COc1ccc(CC(=O)Nc2cccc(S(=O)(=O)N3CCCC3)c2)cc1OC,9.4,-1.9,/,/,-6.0,-33.7,3.5,1.9
CC(C)OP(=O)(OC(C)C)C1(NS(=O)(=O)c2ccc(Cl)cc2)C=C(Cl)C(=O)C(Cl)=C1,/,1.1,-1.2,-2.5,6.2,6.2,-2.9,0.2
CC(=O)Nc1ccc(Nc2nc3ccccc3nc2NS(=O)(=O)c2ccc(Cl)c([N+](=O)[O-])c2)cc1,-0.3,2.3,4.1,56.6,19.0,-6.0,4.9,-1.0
C[C@@H]1CN([C@@H](C)CO)C(=O)c2cccc(N(C)C)c2O[C@@H]1CN(C)C(=O)NC1CCCCC1,-1.0,-5.7,16.6,7.3[16.7 µM],-2.1,-16.6,3.8,-2.6
